From PubChem BioAssay
FXN GAA850 act: increases GAA850 frataxin promoter reporter activity | activation, % at 6 µM | HEK293 lucGAA850 FXN promoter luciferase reporter, 24 h; percent of 10 µM SAHA response | hit rate 0.56% among 360,000 | AID 540364;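 active = activation above the average of all compounds screened plus 3 SD, cutoff fixed separately per campaign, cut at about 7.5% in these data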;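 note: 0% = DMSO wells and 100% = 10 µM SAHA wells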
sPLA2-III inh: Inhibits HGIII-sPLA2 liposome hydrolysis, primary screen; Q9NZ20; QFRET BODIPY PC-A2 liposome hydrolysis, fluorescence; inhibition, % at 12.2 µM; hit rate 0.56% among 370,000; AID 743126;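 active = inhibition above mean plus 3 SD of compounds lying within the high and low control bounds, cut at about 19% in these data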;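 note: 0% = median of test compound wells and 100% = no enzyme DMSO wells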
DAX1 inh-1: blocks DAX1 repression of SF-1 activated StAR promoter; hit rate 1.1% among 370,000; AID 652010; HEK293T StAR-luciferase reporter, SF-1/DAX-1 repression relief; inhibition, % at 6.8 µM;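 active = inhibition above the mean over all tested compounds plus 3 SD, cut at about 3.6% in these data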;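 note: 0% = DAX-1 cells with DMSO and 100% = cells lacking DAX-1 with DMSO; higher inhibition means more luminescence from relief of DAX-1 repression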
hgDAF-12 ag: agonists of H. glycines DAF-12 nuclear receptor; HEK293 GAL4-hgDAF12 UAS-luciferase reporter, agonist luminescence; normalized to butyrate control; hit rate 1.8% among 370,000; activation, % at 6.8 µM;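 active = activation above a cutoff set at the mean of all screened compounds plus 3 SD, cut at about 10% in these data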;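 note: 0% = DMSO wells and 100% = sodium butyrate wells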
NPR1 activator: GC-A (human) enzyme activation; activation, % at 10 µM; P16066; HEK293 GC-A cells, cGMP TR-FRET, EC30 ANP; 0% at EC30 ANP, 100% saturating ANP; AID 1671463; hit rate 0.14% among 370,000; in the data active = activation above about 40%
SMARCA2 act: SMARCA2 function activation, primary screen | MG213 cells, MMTV-luciferase reporter, dexamethasone, overnight | activation, % at 9.1 µM | hit rate 1% among 370,000 | AID 652017; in the data active = activation above about 7.8%;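 note: 0% = vehicle wells and 100% = reference activator wells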
DAX1 inh-2: NR0B1 (DAX1) inhibition | P51843 | inhibition, % at 6.75 µM | AID 504766 | hit rate 0.99% among 340,000 | HEK293 Gal4-DAX1 luciferase reporter, luminescence;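 active = inhibition above the mean over all tested compounds plus 3 SD, cut at about 4.2% in these data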;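 note: 0% = DAX1-transfected cells with DMSO and 100% = empty-vector control cells with DMSO; inhibition shows as a rise in luminescence from relieved DAX1 repression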
ADAM10 inh: ADAM10 inhibition, QFRET primary screen; hit rate 0.62% among 370,000; AID 720582; inhibition, % at 7 µM; recombinant ADAM10, EDANS/DABCYL FRET peptide cleavage, 3 h;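 active = inhibition above a per-campaign cutoff equal to the mean of compounds falling between control-based bounds plus 3 SD, cut at about 20% in these data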;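 note: 0% = DMSO wells while the 100% control is not disclosed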
hcDAF-12 act: activates DAF-12 receptor from parasite H. contortus | HEK293 hcDAF-12 lit1-tk-luc reporter, luminescence; 0% DMSO, 100% Δ7-dafachronic acid | activation, % at 6.8 µM | hit rate 1.4% among 370,000;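 active = activation above the mean of all tested compounds plus 3 SD, cut at about 5.5% in these data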;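 note: 100% = response to 3 µM Δ7-dafachronic acid high control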
ssDAF-12 act: activators of S. stercoralis DAF-12 nuclear receptor; HEK293 ssDAF-12/GRIP1 lit1-tk-luc reporter, luminescence; % of 3 µM dafachronic acid response; activation, % at 6.8 µM; hit rate 1% among 370,000;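 active = activation above the mean over all tested compounds plus 3 SD, cut at about 0.9% in these data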;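 note: 0% = DMSO-only wells and 100% = 3 µM delta7-dafachronic acid wells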
NPR2 activator: GC-B (human) receptor activation | AID 1920062 | hit rate 0.11% among 370,000 | HEK293-GC-B cells, CNP EC30, cGMP TR-FRET; 0% at EC30 CNP, 100% saturating CNP | activation, % at 10 µM | P20594;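 active = activation at 10 µM reaching about 35% in either raw or pattern-adjusted values, limit read from the data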
Target sequence (P20594 whole entry, looked up): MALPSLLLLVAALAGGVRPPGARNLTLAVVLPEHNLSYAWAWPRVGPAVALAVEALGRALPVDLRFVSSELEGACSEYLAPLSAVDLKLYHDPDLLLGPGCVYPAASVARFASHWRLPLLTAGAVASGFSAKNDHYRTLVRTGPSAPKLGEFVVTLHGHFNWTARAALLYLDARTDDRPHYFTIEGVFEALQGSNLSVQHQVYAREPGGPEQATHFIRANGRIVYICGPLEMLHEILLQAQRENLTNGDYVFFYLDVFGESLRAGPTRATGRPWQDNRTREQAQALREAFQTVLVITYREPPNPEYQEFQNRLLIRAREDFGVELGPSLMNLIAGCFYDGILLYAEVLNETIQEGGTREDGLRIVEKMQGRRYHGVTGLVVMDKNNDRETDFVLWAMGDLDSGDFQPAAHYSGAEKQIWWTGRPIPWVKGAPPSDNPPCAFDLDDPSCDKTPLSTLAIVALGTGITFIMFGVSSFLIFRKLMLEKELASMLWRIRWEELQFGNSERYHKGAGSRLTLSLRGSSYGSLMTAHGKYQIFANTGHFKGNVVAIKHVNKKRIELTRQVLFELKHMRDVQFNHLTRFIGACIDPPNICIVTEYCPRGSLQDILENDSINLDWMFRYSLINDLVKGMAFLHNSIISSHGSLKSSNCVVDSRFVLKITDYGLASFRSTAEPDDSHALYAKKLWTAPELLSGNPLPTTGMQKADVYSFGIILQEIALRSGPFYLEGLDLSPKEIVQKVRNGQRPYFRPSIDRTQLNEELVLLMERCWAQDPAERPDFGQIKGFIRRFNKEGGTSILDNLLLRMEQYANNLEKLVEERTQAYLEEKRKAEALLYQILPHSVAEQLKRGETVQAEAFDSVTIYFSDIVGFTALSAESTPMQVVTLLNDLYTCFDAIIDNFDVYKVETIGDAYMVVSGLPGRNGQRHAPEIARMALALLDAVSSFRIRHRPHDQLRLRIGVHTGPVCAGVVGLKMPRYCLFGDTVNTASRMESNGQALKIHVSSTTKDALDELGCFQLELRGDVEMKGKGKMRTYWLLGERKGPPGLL
The depositor's hits bear a star; . = no result given.

SMILES	FXN GAA850 act	sPLA2-III inh	DAX1 inh-1	hgDAF-12 ag	NPR1 activator	SMARCA2 act	DAX1 inh-2	ADAM10 inh	hcDAF-12 act	ssDAF-12 act	NPR2 activator
CN1CCN(C(=O)C[C@H]2C[C@H]3c4cc(NC(=O)NC5CCCCC5)ccc4O[C@H]3[C@@H](CO)O2)CC1	-0.1	13	1.5	-2.5	0	-4	-0.9	-12	-2.1	-1.3	-1
CC1CCC2(CC1)NC(=O)N(CC(=O)Nc1cc(S(=O)(=O)N3CCCC3)ccc1Cl)C2=O (centres undefined)	4.7	-8	-0.1	0.2	-1	-1	1.3	7	-0.6	-1.2	-5
COc1cccc(/C=C/C(=O)OCC(=O)Nc2ccc(N3CCOCC3)cc2)c1OC	2.0	-2	-2.0	1.7	-5	-1	-1.1	4	1.1	-0.5	1
Clc1ccc(-c2nnc3sc(-c4ccc(Br)o4)nn23)cc1	2.1	3	-0.3	0.5	2	0	0.4	-5	-1.9	-0.6	-4
O=[N+]([O-])c1ccc2c(c1)CNc1ccccc1O2	2.6	0	-0.6	-1.6	-2	-2	0.1	2	0.1	-0.9	-6
COc1c(OC(C)=O)ccc(/C=N\NC(=O)c2ccc(Br)cc2)c1[N+](=O)[O-]	-0.4	-5	0.1	3.4	3	0	-0.3	-2	-1.7	-0.8	-8
CC(C)(O)CCC(C)(C)O	0.8	-6	0.6	2.1	1	-1	0.3	3	1.5	-1.3	-4
O=C(c1ccccc1)c1ccc2ccccc2n1	-1.1	7	-0.4	1.5	2	1	1.5	0	-2.1	-1.2	1
Cn1c(=O)[nH]c(=O)c2c1nc(N1CCN(CCO)CC1)n2Cc1ccccc1	-0.4	16	0.1	-1.7	0	-5	-1.0	5	1.4	-1.6	4
COC(=O)C1=CN(c2cccc(OCc3ccccc3)c2)C(N)=C(C#N)C1c1ccccc1 (centres undefined)	.	11	-0.1	-0.6	6	-5	.	-16	0.6	-1.3	5
COc1ccc(NC(=O)C2CCCN2C(=O)NC2CCCCC2)c(OC)c1 (centres undefined)	-0.2	-2	0.0	-1.6	1	0	0.2	1	0.4	-1.3	4
CCc1ccc(CNC(=O)C2CCCN(S(=O)(=O)N3CC(C)CC(C)C3)C2)cc1 (centres undefined)	-1.1	5	-0.1	-2.6	-4	1	1.8	-5	-1.4	-0.3	0
CCOC(=O)Cc1csc(NC(=O)c2ccco2)n1	5.0	-52	3.2	13*	-1	5	1.3	-7	0.8	-1.2	2
CCOc1ccc(N(C(=O)c2ccccc2Cl)C2=NC(C)(C)CS2)cc1	2.5	-3	2.0	7.7	1	0	-0.3	4	3.9	-0.8	5
C=CCn1cc(C(=O)NCCCOCC)c(=O)c2cc(S(=O)(=O)N(CC)CC)ccc21	0.4	3	-0.9	-1.1	0	6	0.3	1	-0.6	-1.5	0
Cc1c(C)n(Cc2ccccc2)c2ncnc(NCCCN(C)C)c12	2.7	-10	0.3	-1.6	2	1	-1.1	-4	-0.4	-2.2	-1
O=C(COC(=O)COc1ccccc1)NCCc1ccccc1	-0.7	6	-0.8	-2.3	-1	-3	0.1	-6	0.8	-1.1	-2
CC(C)(C)N/N=C/c1c(O)n(-c2ccc(Cl)cn2)c(=O)c2ccccc12	2.0	10	-0.8	0.0	1	-1	1.9	-73	1.4	-1.5	1
COc1ccc(OC)c(C2NC(=O)NC(C)=C2C(=O)OC2CCCCC2)c1 (centres undefined)	2.0	2	0.8	2.4	-20	-2	3.4	-6	-1.7	-1.2	-14
CC(=O)Oc1c(Sc2ccccc2[N+](=O)[O-])c(C)nn1C(C)(C)C	-1.0	5	0.4	1.7	-6	-4	0.1	3	0.3	-1.8	6
Nc1[nH]nc2nc(NCc3ccccc3)c3c(c12)CCN(Cc1ccccc1)C3	0.0	-1	0.1	-4.4	0	2	-1.2	4	0.2	-1.6	4
CN1CCN(C(=O)c2cc(Cl)cc(Cl)c2NC(=O)c2ccco2)CC1	0.3	3	0.2	0.0	3	2	-1.0	-1	-0.2	-1.1	7
Cc1cc(C)c2nc(SCc3ccc([N+](=O)[O-])cc3)nc(C)c2c1	-0.2	-1	-0.4	0.1	4	-1	0.8	-1	-1.5	-0.9	3
NC(=S)NN=Cc1ccc(OC(=O)COc2cc(Cl)c(Cl)cc2Cl)cn1	-3.4	8	-5.0	-8.5	-2	-4	-2.7	-168	-1.6	-1.2	9
COc1ccc(CNC(=O)C2CCCN2)cc1OC (centres undefined)	2.3	-2	0.6	-2.1	0	-2	-0.5	-3	-1.5	-1.4	5

2 compounds from above with just hgDAF-12 ag:
Compound	hgDAF-12 ag
COc1c(OC(C)=O)ccc(/C=N\NC(=O)c2ccc(Br)cc2)c1[N+](=O)[O-]	3.4
CC1CCC2(CC1)NC(=O)N(CC(=O)Nc1cc(S(=O)(=O)N3CCCC3)ccc1Cl)C2=O (centres undefined)	0.2

(cont.)
SMILES	FXN GAA850 act	sPLA2-III inh	DAX1 inh-1	hgDAF-12 ag	NPR1 activator	SMARCA2 act	DAX1 inh-2	ADAM10 inh	hcDAF-12 act	ssDAF-12 act	NPR2 activator
COc1cc(NC(=O)CSc2nnc(C)s2)cc(OC)c1	0.8	-1	-0.1	3.1	2	2	0.1	-4	-0.6	-0.9	-6
Cc1ccc(S(=O)(=O)N2CCCC2)cc1C(=O)NC1CCCCC1	0.8	0	-1.2	0.1	-3	-2	0.7	4	-2.3	-1.3	7
O=C(c1cccc(C(=O)N2CCC(O)(c3ccccc3)CC2)c1)N1CCC(O)(c2ccccc2)CC1	-1.2	-4	0.3	-1.1	-3	0	.	7	-0.9	-1.5	1
COc1ccc(N=C2NC(=O)/C(=C/c3ccc(O)c(OC)c3)S2)cc1	6.2	-38	-0.2	-3.7	0	8	-0.1	13	-3.1	-1.4	2
OC(c1ccccc1)(c1ccccc1)C1CCN(C(=S)NCCc2ccccc2)CC1	4.0	-14	-0.9	-0.5	-6	-3	.	7	-1.7	-1.2	-1
O=C(OCC(=O)N1CCCC1=O)c1cc(S(=O)(=O)N2CCOCC2)ccc1Cl	0.8	10	-0.3	5.5	0	-1	-0.5	-8	-0.3	-0.9	3
O=c1c2nnn(Cc3ccccc3)c2ncn1-c1ccccc1	-2.8	-4	-0.3	-2.2	4	-1	-1.4	-1	-0.6	-1.2	-1
CSc1ccccc1NC(=O)CN(C)C(C)C(=O)NCc1ccc2c(c1)OCO2 (centres undefined)	0.8	5	-0.3	4.4	-1	-2	0.3	-11	-1.3	-1.6	0
Cc1ccc(C)c(N(C(=O)c2nsc(Cl)c2Cl)C(C(=O)NC2CCCC2)c2ccc(O)cc2)c1 (centres undefined)	-2.7	-10	0.1	-3.1	-34	-2	0.0	2	-0.1	-1.6	-20
CC(C)C(NC(=O)c1ccccc1)C(=O)N1CCN(C/C=C/c2ccccc2)CC1 (centres undefined)	0.9	4	-1.6	-0.6	2	-1	-1.0	-6	0.5	-1.1	4
COC(=O)CN(c1ccccc1)S(=O)(=O)c1ccc(F)cc1	0.0	-1	0.1	2.5	0	1	1.9	0	-1.0	-0.4	11
CC1(C(=O)NS(=O)(=O)c2ccc(Cl)cc2)CCN1C(=O)C1(c2ccc(Cl)cc2)CC1 (centres undefined)	-0.8	-26	-1.1	-2.1	-2	-1	.	-10	-2.1	-1.3	1
CCOCCC(=O)Nc1nnc(CCc2ccccc2)s1	1.3	-2	0.1	2.3	3	3	0.3	15	-1.9	-0.7	1
C(=C\c1cccc2ccccc12)/c1nnc(-c2cccs2)o1	6.8	-6	-0.6	-1.1	-5	-2	-0.1	-31	3.3	-1.0	-3
Cc1nn2c(COc3ccc(NC(=O)C(C)C)cc3)nnc2c2ccccc12	3.2	0	-0.9	-4.0	3	2	-1.1	-3	-2.3	-2.2	3
Cc1ccc(NC(=O)c2cccc(S(=O)(=O)N3CCCCC3)c2)cc1	0.0	-15	-0.8	-0.8	-1	-4	-0.7	16	-1.8	-1.4	6
CCOc1cccc(OCCCCN2CCCCC2)c1	-0.7	2	-0.7	-0.3	5	-4	1.0	-3	-0.4	-1.5	3
NC(=O)CCn1cnc2ccccc21	2.2	-3	0.1	1.3	4	0	4.3*	3	-1.1	-1.6	-3
Cc1cc(NC(=O)COC(=O)c2c(C)c(C)c(C)c(C)c2C)no1	-1.7	5	-0.6	-0.5	-3	6	0.1	-3	-1.1	-1.2	2
Cc1cccc(NC(=O)c2ccc(C(=O)Nc3cccc(C)c3)nc2)c1	-2.0	1	-0.4	-1.1	-12	5	0.4	7	-0.7	-1.4	0
N#Cc1c(C#N)c(SSc2c(C#N)c(C#N)c(N)n2-c2ccccc2)n(-c2ccccc2)c1N	1.0	6	0.4	2.3	-8	-2	1.2	1	-1.5	-1.1	55*
COc1ccc(-c2nnc(SCC(=O)NCc3ccco3)o2)cc1	4.7	-5	-0.4	-0.6	2	-2	3.0	0	-0.2	-1.4	-7

Among those listed so far, 9 contain a Cl atom.
SMILES	FXN GAA850 act	sPLA2-III inh	DAX1 inh-1	hgDAF-12 ag	NPR1 activator	SMARCA2 act	DAX1 inh-2	ADAM10 inh	hcDAF-12 act	ssDAF-12 act	NPR2 activator
CC1CCC2(CC1)NC(=O)N(CC(=O)Nc1cc(S(=O)(=O)N3CCCC3)ccc1Cl)C2=O (centres undefined)	4.7	-8	-0.1	0.2	-1	-1	1.3	7	-0.6	-1.2	-5
Clc1ccc(-c2nnc3sc(-c4ccc(Br)o4)nn23)cc1	2.1	3	-0.3	0.5	2	0	0.4	-5	-1.9	-0.6	-4
CCOc1ccc(N(C(=O)c2ccccc2Cl)C2=NC(C)(C)CS2)cc1	2.5	-3	2.0	7.7	1	0	-0.3	4	3.9	-0.8	5
CC(C)(C)N/N=C/c1c(O)n(-c2ccc(Cl)cn2)c(=O)c2ccccc12	2.0	10	-0.8	0.0	1	-1	1.9	-73	1.4	-1.5	1
CN1CCN(C(=O)c2cc(Cl)cc(Cl)c2NC(=O)c2ccco2)CC1	0.3	3	0.2	0.0	3	2	-1.0	-1	-0.2	-1.1	7
NC(=S)NN=Cc1ccc(OC(=O)COc2cc(Cl)c(Cl)cc2Cl)cn1	-3.4	8	-5.0	-8.5	-2	-4	-2.7	-168	-1.6	-1.2	9
O=C(OCC(=O)N1CCCC1=O)c1cc(S(=O)(=O)N2CCOCC2)ccc1Cl	0.8	10	-0.3	5.5	0	-1	-0.5	-8	-0.3	-0.9	3
Cc1ccc(C)c(N(C(=O)c2nsc(Cl)c2Cl)C(C(=O)NC2CCCC2)c2ccc(O)cc2)c1 (centres undefined)	-2.7	-10	0.1	-3.1	-34	-2	0.0	2	-0.1	-1.6	-20
CC1(C(=O)NS(=O)(=O)c2ccc(Cl)cc2)CCN1C(=O)C1(c2ccc(Cl)cc2)CC1 (centres undefined)	-0.8	-26	-1.1	-2.1	-2	-1	.	-10	-2.1	-1.3	1
